Screening results deposited in PubChem BioAssay by NMMLSC.
Bfl-1 Bim block = inhibitors of Bim-Bfl-1 interaction, human. hit rate 0.12% among 190,000. inhibition, % at 10 µM. Bead-based flow cytometry, Bim-Bfl-1 binding inhibition. Q16548;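 also: 0% = wells without compound plus tracer and 100% = blocker peptide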
GSH bead fluor = GSH bead compound fluorescence profile; AID 1776; fluorescence (KMESF) at 10 µM; GSH beads flow cytometry, compound fluorescence 488/530 nm; hits give high values; hit rate 0.25% among 190,000; in the data active = fluorescence above about 89;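 also: glutathione beads carrying GST-tagged Bcl family fusion proteins plus one bare bead set; values are compound well signal with DMSO vehicle wells as background; inactives centre near 16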
Bim-Bcl-XL = human Bim-Bcl-XL interaction inhibition; Q07817; inhibition, % at 10 µM; hit rate 0.04% among 190,000; Bim peptide-Bcl-XL binding, bead flow cytometry, fluorescence
RGS4-Gao reg = human RGS4-Galphao interaction regulation. binding response (% of control), % at 10 µM. AID 1415. Multiplexed bead flow cytometry, RGS4-Galphao binding; actives lie on both sides. hit rate 0.33% among 220,000; in the data active = binding response below about 49% or above about 150%; inactive = in between;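 also: fluorescent Galphao activated with aluminum fluoride binding bead-coupled RGS4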
RGS7-Gao reg = modulates binding of RGS7 to human Galphao; Multiplexed bead flow cytometry; actives lie on both sides; binding response (% of control), % at 10 µM; hit rate 0.35% among 220,000; AID 1439; in the data active = binding response below about 49% or above about 150%; inconclusive = no clear call, values can overlap the other calls; inactive = in between;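 also: fluorescent Galphao held in activated GDP-AlF4 state binding bead-coupled RGS7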
Bim-Bcl-B = inhibitors of Bim-Bcl-B interaction, human; bead-based flow cytometry, Bim peptide-Bcl-B binding; hit rate 0.073% among 190,000; inhibition, % at 10 µM;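 also: 0% = tracer peptide without compound and 100% = reference inhibitor peptide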
ABCB1 block = human ABCB1 inhibition, ABCG2 as counter-screen; CCRF-Adr cells, JC-1 efflux, flow cytometry; inhibition, % at 6.6 µM; hit rate 0.067% among 190,000; AID 1326; in the data active = inhibition above about 40%;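 also: 0% = vehicle and 100% = reference inhibitor; higher value means more JC-1 retained so stronger ABCB1 efflux block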
Target sequence (P08183 whole entry, looked up): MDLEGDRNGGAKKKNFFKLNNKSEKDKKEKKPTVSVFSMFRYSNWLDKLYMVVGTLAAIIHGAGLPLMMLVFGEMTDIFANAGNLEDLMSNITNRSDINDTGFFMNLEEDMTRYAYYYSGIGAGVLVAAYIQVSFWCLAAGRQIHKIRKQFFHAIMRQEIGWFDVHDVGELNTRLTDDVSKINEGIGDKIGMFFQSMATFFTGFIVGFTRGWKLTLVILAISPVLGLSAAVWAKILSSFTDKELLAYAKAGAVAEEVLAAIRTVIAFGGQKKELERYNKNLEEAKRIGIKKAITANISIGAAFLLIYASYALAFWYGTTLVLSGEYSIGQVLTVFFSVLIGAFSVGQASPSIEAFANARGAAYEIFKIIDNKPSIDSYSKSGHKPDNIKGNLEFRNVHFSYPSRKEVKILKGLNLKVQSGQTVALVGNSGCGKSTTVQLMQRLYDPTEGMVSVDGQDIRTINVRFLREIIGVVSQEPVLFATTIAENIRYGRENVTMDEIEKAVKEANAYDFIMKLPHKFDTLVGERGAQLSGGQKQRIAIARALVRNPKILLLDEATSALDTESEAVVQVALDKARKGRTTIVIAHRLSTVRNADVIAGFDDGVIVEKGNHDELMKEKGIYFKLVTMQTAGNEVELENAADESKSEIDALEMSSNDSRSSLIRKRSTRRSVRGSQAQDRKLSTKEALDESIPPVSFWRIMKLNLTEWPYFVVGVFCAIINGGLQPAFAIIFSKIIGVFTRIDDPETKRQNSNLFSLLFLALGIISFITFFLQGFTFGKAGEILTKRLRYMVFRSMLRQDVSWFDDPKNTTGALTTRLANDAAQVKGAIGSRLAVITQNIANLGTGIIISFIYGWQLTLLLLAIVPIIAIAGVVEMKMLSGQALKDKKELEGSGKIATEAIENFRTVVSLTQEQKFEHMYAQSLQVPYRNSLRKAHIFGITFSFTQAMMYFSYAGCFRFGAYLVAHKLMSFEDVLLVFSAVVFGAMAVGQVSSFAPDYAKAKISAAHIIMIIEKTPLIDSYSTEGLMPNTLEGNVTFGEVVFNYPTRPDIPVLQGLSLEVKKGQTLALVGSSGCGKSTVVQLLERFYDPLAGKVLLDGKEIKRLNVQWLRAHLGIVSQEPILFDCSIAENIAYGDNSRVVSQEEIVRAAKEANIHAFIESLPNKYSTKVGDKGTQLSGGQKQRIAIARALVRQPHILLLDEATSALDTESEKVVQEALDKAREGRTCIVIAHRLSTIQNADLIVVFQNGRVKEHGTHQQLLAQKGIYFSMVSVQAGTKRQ
RGS8-Gao reg = modulates binding of RGS8 to human Galphao; hit rate 0.34% among 220,000; multiplexed bead flow cytometry; actives lie on both sides; response (percent of control binding), % at 10 µM; in the data active = response below about 60% or above about 140%; inactive = in between;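 also: Galphao activated as the GDP aluminium fluoride complex binding bead-coupled RGS8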
Bim-Bcl-2 = human Bim-Bcl-2 interaction inhibition. Bead-based flow cytometry, Bim peptide-Bcl-2 binding. inhibition, % at 10 µM. hit rate 0.06% among 190,000. AID 950; in the data active = inhibition above about 40%; inconclusive = no clear call, values can overlap the other calls;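 also: 0% = no compound wells with probe peptide and 100% = reference peptide inhibitor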
ABCG2 block = blocks JC-1 efflux by human ABCG2 transporter | IgMXP3 cells, flow cytometry | inhibition, % at 6.6 µM | hit rate 0.1% among 190,000;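 active = inhibition above 80%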;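 also: 0% = DMSO and 100% = nicardipine control wells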
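System: two drug-resistant human cell lines, ABCG2 and ABCB1; controls: nicardipine high and DMSO low controls; times: 10 min exposure at 25 °C with rotation, no wash; detection: flow cytometry of retained JC-1 fluorescence; read-out basis: percent efflux inhibition, scaled nicardipine 100% to DMSO 0%; doses: one concentration, 6.6 µM final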
Bcl-W Bim block = human Bim-Bcl-W interaction inhibition; Q92843; bead-based flow cytometry, Bim peptide-Bcl-W binding; inhibition, % at 10 µM; hit rate 0.02% among 190,000;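 also: 0% = bound tracer without compound and 100% = peptide blocker; higher means less fluorescent Bim peptide bound to Bcl-W beads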
An asterisk follows results filed as active; ? = inconclusive. Rule as the data show it, unless noted: active = inhibition above about 40%.

Order of values: Bfl-1 Bim block | GSH bead fluor | Bim-Bcl-XL | RGS4-Gao reg | RGS7-Gao reg | Bim-Bcl-B | ABCB1 block | RGS8-Gao reg | Bim-Bcl-2 | ABCG2 block | Bcl-W Bim block
CC1(C)CC2(CCCN3C(=O)CSC32)CCS1 (stereo not drawn)
    21 | 18 | 9 | 100 | 98 | 30 | 1.6 | 101 | 29 | 4 | 10
CCSc1nnc(NC(=O)CSc2nnc(CNC(=O)c3ccc(OC)c(OC)c3)o2)s1
    0 | 5 | -4 | 101 | 103 | -1 | 0.3 | 100 | 0 | 1 | 0
CC1CCN(C(=S)c2ccc(O)cc2)CC1
    12 | 6 | 1 | 101 | 103 | 1 | -0.5 | 100 | 9 | -1 | 5
CC(C)(C)c1nnc(N/N=C/c2cc(Br)ccc2O)n(N)c1=O
    -13 | 12 | -1 | 100 | 100 | -7 | -0.1 | 99 | -4 | 2 | 0
O=C(CC12CC3CC(CC(C3)C1)C2)NCc1ccco1
    -4 | 15 | -2 | 103 | 102 | -1 | -0.7 | 103 | 0 | -2 | 0
Cc1ccc(-n2nnnc2SCC(=O)N2CCN(C(=O)c3ccco3)CC2)c(C)c1
    -11 | 41 | -1 | 99 | 102 | -9 | 0.4 | 101 | -9 | 1 | 0
CCOC(=O)c1[nH]c(C)c(C(=O)NC)c1C
    -9 | 24 | -2 | 99 | 99 | -2 | -3.1 | 101 | -7 | -5 | 2
CC(C)N1C(=S)N(Cc2ccco2)C(=O)C1CC(=O)Nc1ccccc1 (stereo not drawn)
    -6 | 9 | -1 | 100 | 102 | -3 | 0.2 | 100 | -1 | 0 | 0
CCOC(=O)c1c(-c2ccccc2)nc2c(C)cccn12
    -11 | 25 | -4 | 101 | 99 | -10 | 0.5 | 102 | -7 | 6 | 0
Cc1ccc(C(=O)NC(=S)Nc2ccc3[nH]c(=O)[nH]c3c2)cc1
    -13 | 9 | -4 | 105 | 103 | -8 | -1.1 | 101 | -4 | -6 | -3
CCCn1c2c(c(O)c(C(=O)Nc3nc4ccccc4s3)c1=O)CCCC2
    0 | 17 | -1 | 96 | 98 | 2 | 0.6 | 92 | -4 | 3 | 0
O=C(COC(=O)/C=C/c1ccco1)NCc1ccccc1Cl
    -5 | 13 | -5 | 99 | 99 | -7 | 0.0 | 103 | -1 | 0 | -4
Cc1ccc(S(=O)(=O)N2CCN(CC(=O)Nc3ccc(N4CCOCC4)cc3)CC2)cc1C
    -1 | 12 | -10 | 91 | 88 | -3 | 1.1 | 96 | -6 | 11 | -4
O=C1C=C(O)C(n2cncn2)C(c2ccc3c(c2)OCO3)C1 (stereo not drawn)
    -1 | 19 | -1 | 99 | 96 | -2 | 0.1 | 100 | 0 | 0 | -2
COc1ccc(C)cc1-n1nnnc1SCc1cn2ccsc2n1
    -6 | 26 | -1 | 100 | 103 | -10 | -0.1 | 106 | -4 | 0 | 0
COC(=O)c1sccc1NC(=O)c1ccoc1C
    -7 | 37 | -7 | 106 | 105 | 0 | 2.6 | 115 | -8 | 51 | -1
Cc1ccc(C)c(NC(=S)/C(=C(\[O-])c2ccc(Cl)s2)[n+]2ccccc2)c1
    0 | 15 | -2 | 99 | ? | -8 | -0.5 | 97 | -2 | 0 | -1
Cc1c(NC(=O)c2ccc(C(C)(C)C)cc2)cccc1[N+](=O)[O-]
    0 | 7 | 0 | 99 | 102 | 0 | 0.7 | 93 | -2 | 4 | 0
CSc1oc(-c2ccc(F)cc2)nc1S(=O)(=O)c1ccccc1
    0 | 17 | -4 | 97 | 97 | -5 | -0.2 | 100 | -3 | -1 | -5
CCOC(=O)c1c(NC(=O)/C=C/c2ccc3c(c2)OCO3)sc(C)c1CC
    -9 | 36 | -6 | 100 | 98 | -8 | -0.2 | 100 | -7 | 2 | 1
CC(Oc1ccccc1)C(=O)Nc1cccc(F)c1 (stereo not drawn)
    0 | 12 | 0 | 106 | 107 | 1 | 0.2 | 103 | 0 | 4 | -1
Cc1ccc(C(=O)Nc2cnc3ccccn3c2=O)cc1
    -4 | 21 | -1 | 103 | 100 | -3 | 0.3 | 98 | -2 | 2 | -1
Cc1ccccc1C(OCCN(C)C)C1CCCCC1 (stereo not drawn)
    5 | 13 | -4 | 101 | 96 | -5 | 0.2 | 101 | -1 | 1 | -3
Cc1ccc(OC(C)C(=O)N=Nc2c(O)[nH]c3ccc([N+](=O)[O-])cc23)cc1 (stereo not drawn)
    -5 | 8 | 0 | 103 | 103 | -2 | -0.3 | 103 | -2 | -2 | 0
COc1ccc2cc3cc(C(=O)NCCN4CCN(Cc5ccccc5)CC4)oc3nc2c1
    -7 | 46 | -6 | 101 | 100 | -3 | 1.2 | 101 | -2 | 2 | -3
C=CCOc1nc(-c2ccncc2)nc2ccccc12
    -5 | 48 | 0 | 93 | 90 | 1 | 0.7 | 100 | 0 | 19 | 2
O=C(Nc1nccs1)[C@@H]1CCCN1C(=O)c1cccs1
    -2 | 13 | 4 | 100 | ? | 0 | -0.3 | 101 | -1 | -2 | 2
CCCCN(CCCC)Cc1ccc(C(=O)NNC(=O)Nc2ccc(F)cc2)o1
    -4 | 12 | -3 | 97 | 90 | -5 | 0.4 | 96 | -2 | 34 | -3
CCc1ccc(C2C(C(C)=O)=C(C(=O)OC)Nc3nnnn32)cc1 (stereo not drawn)
    -10 | 18 | -8 | 104 | 102 | -6 | -0.2 | 104 | -7 | 11 | -4
CCCSCCCNC(=O)Cn1cc2c(n1)CCCCC2
    -9 | 18 | -3 | 49* | 43* | -5 | -2.7 | 56* | -6 | -3 | 3
COc1cc(C)c(N)cc1C(C)C
    2 | 25 | -4 | 112 | 101 | 0 | 0.1 | 98 | 1 | -1 | -1
CCOC(OCC)P(=O)(c1ccccc1)c1ccccc1
    -3 | 21 | -2 | 98 | 99 | -1 | 0.9 | 103 | -2 | 3 | -5
O=C(Cn1ncn2c(cc3ccccc32)c1=O)NCc1ccco1
    -19 | 24 | -7 | 103 | 97 | -8 | 1.0 | 100 | -8 | 7 | 0
CCCCNC(=S)N1CCN(CC)CC1
    -5 | 11 | -2 | 104 | 100 | -2 | -0.1 | 105 | -5 | 1 | -1
CCCc1cc2c(cc1NC(=O)c1ccc(Br)cc1)OCO2
    -1 | 8 | -1 | 103 | 98 | -1 | 1.0 | 103 | 0 | 6 | -3
CC(C)(C)NS(=O)(=O)c1ccc(OCC(=O)Nc2ccc3c(c2)OCCO3)cc1
    -2 | 8 | -3 | 96 | 98 | -5 | 1.2 | 99 | -3 | 11 | -4
CC1CN(S(=O)(=O)N(C)C)CCN1S(=O)(=O)N(C)C (stereo not drawn)
    -20 | 22 | -9 | 94 | 97 | -10 | 0.4 | 98 | -16 | 4 | -1
CCc1ccc(NC(=O)C(C)Nc2ccc(S(=O)(=O)NC(C)=O)cc2)cc1 (stereo not drawn)
    -12 | 24 | -3 | 102 | 101 | -8 | -0.1 | 101 | -5 | 1 | -2
CCOC(=O)N1CCN(C(=O)CNC(=O)c2nn(-c3ccc(OC)cc3)c(=O)c3ccccc23)CC1
    -14 | 31 | -4 | 101 | 99 | -9 | 1.8 | 102 | -8 | 5 | -1
Cn1cccc1Cc1nnc(SCC(=O)NCC2CCCO2)n1CCc1ccccc1 (stereo not drawn)
    -1 | 9 | 1 | 77 | 92 | 1 | 1.3 | 86 | 1 | 4 | 5

At a glance, some entries already given.
Order of values: Bfl-1 Bim block | GSH bead fluor | Bim-Bcl-XL | RGS4-Gao reg | RGS7-Gao reg | Bim-Bcl-B | ABCB1 block | RGS8-Gao reg | Bim-Bcl-2 | ABCG2 block | Bcl-W Bim block
C=CCOc1nc(-c2ccncc2)nc2ccccc12
    -5 | 48 | 0 | 93 | 90 | 1 | 0.7 | 100 | 0 | 19 | 2
O=C(Nc1nccs1)[C@@H]1CCCN1C(=O)c1cccs1
    -2 | 13 | 4 | 100 | ? | 0 | -0.3 | 101 | -1 | -2 | 2
CCCCN(CCCC)Cc1ccc(C(=O)NNC(=O)Nc2ccc(F)cc2)o1
    -4 | 12 | -3 | 97 | 90 | -5 | 0.4 | 96 | -2 | 34 | -3
CCc1ccc(C2C(C(C)=O)=C(C(=O)OC)Nc3nnnn32)cc1 (stereo not drawn)
    -10 | 18 | -8 | 104 | 102 | -6 | -0.2 | 104 | -7 | 11 | -4
CCCSCCCNC(=O)Cn1cc2c(n1)CCCCC2
    -9 | 18 | -3 | 49* | 43* | -5 | -2.7 | 56* | -6 | -3 | 3
COc1cc(C)c(N)cc1C(C)C
    2 | 25 | -4 | 112 | 101 | 0 | 0.1 | 98 | 1 | -1 | -1
CCOC(OCC)P(=O)(c1ccccc1)c1ccccc1
    -3 | 21 | -2 | 98 | 99 | -1 | 0.9 | 103 | -2 | 3 | -5
O=C(Cn1ncn2c(cc3ccccc32)c1=O)NCc1ccco1
    -19 | 24 | -7 | 103 | 97 | -8 | 1.0 | 100 | -8 | 7 | 0
CCCCNC(=S)N1CCN(CC)CC1
    -5 | 11 | -2 | 104 | 100 | -2 | -0.1 | 105 | -5 | 1 | -1
CCCc1cc2c(cc1NC(=O)c1ccc(Br)cc1)OCO2
    -1 | 8 | -1 | 103 | 98 | -1 | 1.0 | 103 | 0 | 6 | -3
CC(C)(C)NS(=O)(=O)c1ccc(OCC(=O)Nc2ccc3c(c2)OCCO3)cc1
    -2 | 8 | -3 | 96 | 98 | -5 | 1.2 | 99 | -3 | 11 | -4
CC1CN(S(=O)(=O)N(C)C)CCN1S(=O)(=O)N(C)C (stereo not drawn)
    -20 | 22 | -9 | 94 | 97 | -10 | 0.4 | 98 | -16 | 4 | -1
CCc1ccc(NC(=O)C(C)Nc2ccc(S(=O)(=O)NC(C)=O)cc2)cc1 (stereo not drawn)
    -12 | 24 | -3 | 102 | 101 | -8 | -0.1 | 101 | -5 | 1 | -2
CCOC(=O)N1CCN(C(=O)CNC(=O)c2nn(-c3ccc(OC)cc3)c(=O)c3ccccc23)CC1
    -14 | 31 | -4 | 101 | 99 | -9 | 1.8 | 102 | -8 | 5 | -1

Remaining list, next part
Order of values: Bfl-1 Bim block | GSH bead fluor | Bim-Bcl-XL | RGS4-Gao reg | RGS7-Gao reg | Bim-Bcl-B | ABCB1 block | RGS8-Gao reg | Bim-Bcl-2 | ABCG2 block | Bcl-W Bim block
Cc1cccc(OCc2nnc(N)s2)c1
    -20 | 25 | -6 | 102 | 102 | -6 | 1.3 | 103 | -10 | 16 | -2
COc1cc(C2CC(=O)OC3=C2C(=O)CC(C)(C)C3)cc(OC)c1OC (stereo not drawn)
    3 | 12 | 0 | 105 | 101 | -9 | 0.1 | 102 | -4 | 0 | 2
CCOC(=O)CN1C(=O)C(O)(C2CCc3ccccc3C2=O)c2ccccc21 (stereo not drawn)
    0 | 29 | 0 | 88 | 91 | -6 | 1.5 | 94 | -3 | 2 | -3
O=C1CCCN1CN(C(=O)c1ccc2c(c1)OCO2)c1cccc(Cl)c1
    -4 | 35 | -1 | 100 | 103 | 0 | 0.5 | 101 | 0 | 2 | 0

Rows are unselected, and some 1.1% of all compounds hit somewhere here.
